Yeast superoxide: yeast age-related superoxide inhibition as caloric restriction mimetic | S. cerevisiae aged cells, superoxide DHE fluorescence; active compounds read low | superoxide response (% of plate mean), % at 10 µM | hit rate 0.18% among 330,000;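 active = superoxide response under a set limit, about three screen SD below normal, cut at about 65% in these data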;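 note: yeast aged for seven days with compound at 30 °C before DHE staining; 100% = average MFI of all compound-treated wells on the plate with controls excluded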
MCL1-BIM inh: MCL1-BIM-BH3 interaction inhibition (human). inhibition, % at 10.9 µM. Q07820. GST-MCL1 / FITC-Bim-BH3 fluorescence polarization. hit rate 0.68% among 320,000;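 active = inhibition above the mean inhibition of all tested compounds plus 3 SD, set per campaign, cut at about 40% in these data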;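 note: 0% = DMSO wells and 100% = unlabeled Bim-BH3 peptide control; higher means more loss of mP so more displacement of Bim peptide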
ZTA counter: ZTA (EBV) inhibition in EBNA-1 counter-screen. P03206. ZTA-DNA binding, fluorescence polarization. inhibition, % at 11 µM. hit rate 0.15% among 320,000; in the data active = inhibition above about 33%
Target sequence (P03206 whole entry, looked up): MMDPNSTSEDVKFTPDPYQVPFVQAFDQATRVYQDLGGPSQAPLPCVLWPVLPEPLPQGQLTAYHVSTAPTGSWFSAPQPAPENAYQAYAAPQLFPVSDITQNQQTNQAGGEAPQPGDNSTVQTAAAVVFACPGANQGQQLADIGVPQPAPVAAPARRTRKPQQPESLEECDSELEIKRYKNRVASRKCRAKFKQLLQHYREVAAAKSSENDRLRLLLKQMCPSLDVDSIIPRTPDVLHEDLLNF
GLD-1 RNA inh: GLD-1-TGE RNA interaction inhibition (C. elegans) | Q17339 | purified GLD-1 + fluorescein TGE RNA, fluorescence polarization | inhibition, % at 5.96 µM | hit rate 0.44% among 320,000 | AID 2280;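 active = percent inhibition above a per-plate cutoff, the plate mean of test compounds plus 3 SD, cut at about 30% in these data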;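 note: 0% = DMSO wells with GLD-1 and probe and 100% = wells lacking GLD-1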
Target sequence (Q17339 whole entry, looked up): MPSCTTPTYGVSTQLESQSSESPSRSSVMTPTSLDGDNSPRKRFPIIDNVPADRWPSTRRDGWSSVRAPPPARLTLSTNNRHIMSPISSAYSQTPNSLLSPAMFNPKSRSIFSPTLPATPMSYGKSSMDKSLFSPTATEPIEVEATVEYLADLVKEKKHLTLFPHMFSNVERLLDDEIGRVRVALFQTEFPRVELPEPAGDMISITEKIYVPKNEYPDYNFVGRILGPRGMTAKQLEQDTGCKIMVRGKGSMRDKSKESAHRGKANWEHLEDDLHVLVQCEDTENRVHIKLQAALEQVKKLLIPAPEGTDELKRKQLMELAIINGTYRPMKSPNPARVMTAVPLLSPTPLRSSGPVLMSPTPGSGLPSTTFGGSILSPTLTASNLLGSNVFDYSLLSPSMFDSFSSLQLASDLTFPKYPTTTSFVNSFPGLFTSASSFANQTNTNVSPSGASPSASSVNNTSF
Bcl-xL primary: inhibitors of human Bcl-xL | inhibition, % at 10.9 µM | Q07817 | hit rate 0.7% among 320,000 | GST-Bcl-xL / FITC-Bim BH3 peptide fluorescence polarization | AID 2129;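 active = inhibition above the mean of all tested compounds plus 3 SD, cutoff set per campaign, cut at about 30% in these data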;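 note: 0% = DMSO wells and 100% = unlabeled Bim-BH3 peptide competitor; inhibitors lower millipolarization by displacing the labeled peptide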
Target sequence (Q07817 whole entry, looked up): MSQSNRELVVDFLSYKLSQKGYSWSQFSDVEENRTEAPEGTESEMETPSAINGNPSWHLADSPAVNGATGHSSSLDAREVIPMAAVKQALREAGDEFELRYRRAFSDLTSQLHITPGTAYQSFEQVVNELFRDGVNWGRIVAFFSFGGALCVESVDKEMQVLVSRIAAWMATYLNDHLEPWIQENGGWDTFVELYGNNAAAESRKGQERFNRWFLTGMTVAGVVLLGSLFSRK
Efflux pump inh: inhibitors of Candida antifungal efflux pumps expressed in yeast; S. cerevisiae Candida pump triplex, Nile Red efflux; inhibition, % at 10 µM; AID 485275; hit rate 0.44% among 330,000;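 active = plate passing quality check with inhibition over a set limit, or well fluorescence over plate mean plus 4 SD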;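 note: Nile Red retained in pooled yeast measured as flow cytometry median fluorescence; 0% = buffer negative control and 100% = Enniatin B positive control; higher means more Nile Red kept so more efflux inhibition; some compounds called inactive have numbers as strong as hits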
EBNA-1 inh: blocks EBNA-1 binding to DNA; EBNA-1 DNA binding, fluorescence polarization; inhibition, % at 14.8 µM; hit rate 0.34% among 300,000; AID 1950; in the data active = inhibition above about 28%
Fam108B counter: blocks mouse Fam108B hydrolase in RBBP9 counter-screen; AID 1947; recombinant Fam108B, FP-Rh probe fluorescence polarization; hit rate 0.33% among 300,000; inhibition, % at 9.51 µM;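 active = inhibition above the screen mean inhibition plus 3 SD, computed separately per campaign, cut at about 18% in these data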;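 note: inhibitors lower polarization as less probe binds the enzyme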
MEX-5 binding: C. elegans MEX-5 TCR-2 RNA binding activity | Q9XUB2 | hit rate 0.38% among 300,000 | activity score (negative = inhibition of binding), % at 10 µM | MEX-5/FITC-TCR2 RNA binding, fluorescence polarization; active compounds read low;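 active = inhibition past about -25% in most replicates, and total fluorescence under double the plate's negative control median, limit read from the data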;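 note: 0% = DMSO and -100% = 5 µM competing unlabeled TCR2 RNA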
Numbers without * were called inactive; nt = no result given.

1. CCN1C(=O)[C@H]2[C@@H](c3ccc(-c4ccc(Cl)c(Cl)c4)cc3)N[C@@](Cc3ccccc3)(C(=O)OC)[C@H]2C1=O
2. CCSc1nc2c(c(=O)[nH]c(=O)n2C)n1Cc1ccc(Cl)cc1
3. O=C(CCN1CCN(CCO)CC1)Nc1ccc(C2CCCC2)cc1
4. COc1ccc(N2CCN(CCCNC(=O)C(=O)c3c(C)[nH]c4ccccc34)CC2)cc1
5. COCCNC(=O)c1ccccc1N(Cc1ccccc1)S(=O)(=O)c1ccc(C)cc1
6. COC(=O)C(CCSC)NS(=O)(=O)c1ccc(Cl)cc1 (stereo not given)
7. CCOCc1nnc(NC(=O)c2cccs2)s1
8. Cc1ccc2cc(COC(=O)c3ccco3)c(=O)[nH]c2c1

compound no. | 1 | 2 | 3 | 4 | 5 | 6 | 7 | 8
Yeast superoxide | 95 | 105 | 117 | 104 | 96 | 88 | 100 | 102
MCL1-BIM inh | 4 | 3 | 2 | 3 | -22 | 1 | 10 | -3
ZTA counter | 7 | 7 | 3 | 6 | 2 | 5 | 10 | 18
GLD-1 RNA inh | -3 | 4 | 1 | -3 | -9 | -2 | -3 | 3
Bcl-xL primary | 8 | -7 | -1 | 4 | -12 | 4 | 6 | 4
Efflux pump inh | 0.4 | 0.5 | 0.3 | 0.2 | 0.3 | -0.4 | 0.0 | 0.0
EBNA-1 inh | 15 | 6 | -6 | -9 | 1 | -1 | -3 | 6
Fam108B counter | -3 | -2 | -5 | 1 | -7 | -2 | 4 | -1
MEX-5 binding | -0.3 | nt | 0.6 | -1.9 | 1.8 | 1.5 | 0.4 | 0.6

9. CC(C)NC(=O)COC(=O)/C=C/c1ccco1
10. CCOC(=O)C1(Cc2ccccc2)CCN(Cc2ccc3c(c2)OCCO3)CC1
11. CCOC(=O)C(=O)Nc1cc(C(=O)OC)cc(C(=O)OC)c1
12. CCOC(=O)C1CCCN(C(=O)CNS(=O)(=O)c2ccc(Br)s2)C1 (stereo not given)
13. COc1ccc(-c2nc(CS(=O)(=O)CC(=O)Nc3cccc(C(C)=O)c3)c(C)o2)cc1
14. Cn1c(N)c(C(=O)COC(=O)c2ccco2)c(=O)n(C)c1=O
15. CCn1c2ccccc2c2cc(NC(=O)COC(=O)C3CCC(=O)N3)ccc21 (stereo not given)
16. O=c1cc(N2CCN(c3cccc(Cl)c3)CC2)[nH]c(=O)n1C1CCCCC1

compound no. | 9 | 10 | 11 | 12 | 13 | 14 | 15 | 16
Yeast superoxide | 112 | 89 | 94 | 124 | 100 | 92 | 91 | 104
MCL1-BIM inh | 7 | 5 | -6 | -4 | 3 | -6 | 9 | -2
ZTA counter | 6 | 9 | 0 | -1 | 0 | 1 | 3 | 7
GLD-1 RNA inh | -4 | -2 | 7 | 4 | -3 | -1 | 3 | 0
Bcl-xL primary | 7 | 7 | 0 | -3 | -1 | 5 | 4 | -4
Efflux pump inh | 0.0 | 0.1 | -0.2 | 0.5 | 0.1 | 0.0 | 0.0 | 0.2
EBNA-1 inh | 4 | 1 | -13 | -9 | -7 | -8 | 8 | -4
Fam108B counter | 2 | 2 | 0 | 2 | 2 | 3 | 4 | -4
MEX-5 binding | -1.4 | 1.3 | 0.8 | -3.4 | -5.6 | 0.1 | -0.6 | 0.2

17. Cc1cc2nc(-c3ccco3)cc(C(F)(F)F)n2n1
18. COc1cc(/C=C2/SC(=Nc3ccc(O)cc3)NC2=O)cc(OC)c1O
19. COc1ccc(C(=O)NCCc2nnc3ccc(SCC(=O)Nc4ccccc4)nn23)cc1
20. Cc1cc2c(c(=O)n1CCN(C)C)C(c1ccccc1Br)C(C#N)=C(N)O2 (stereo not given)
21. CSc1ccc(CNc2ncc(-c3cccc([N+](=O)[O-])c3)n2C)cc1
22. Cc1nc(/N=C(\N)N(C)C)[nH]c(=O)c1C
23. COc1ccc(NC2=NCC(=O)N2c2ccccc2F)cc1
24. CC(C)OC(=O)/C(=C\c1ccc2c(c1)c1ccccc1n2C)NC(=O)c1ccccc1

compound no. | 17 | 18 | 19 | 20 | 21 | 22 | 23 | 24
Yeast superoxide | 96 | 100 | 102 | 103 | 91 | 105 | 126 | 98
MCL1-BIM inh | -3 | 11 | 5 | 1 | 7 | 3 | -3 | -2
ZTA counter | 4 | 14 | 1 | 17 | 8 | 2 | 2 | -23
GLD-1 RNA inh | 1 | -25 | -5 | -2 | 11 | 10 | -6 | 3
Bcl-xL primary | 0 | 20 | 5 | 1 | 9 | -2 | 5 | 2
Efflux pump inh | 0.0 | -0.1 | 0.1 | 0.0 | 0.0 | 0.2 | 0.0 | -0.1
EBNA-1 inh | -5 | 2 | -8 | 2 | 0 | -1 | 10 | 4
Fam108B counter | 0 | -19 | 3 | -1 | 0 | -2 | 2 | -2
MEX-5 binding | 0.4 | 2.5 | -1.5 | -1.9 | -0.7 | 3.6 | -0.2 | 1.4

By substructure: those above with an aryl thioether with sulfur outside any ring (3)
2. CCSc1nc2c(c(=O)[nH]c(=O)n2C)n1Cc1ccc(Cl)cc1
19. COc1ccc(C(=O)NCCc2nnc3ccc(SCC(=O)Nc4ccccc4)nn23)cc1
21. CSc1ccc(CNc2ncc(-c3cccc([N+](=O)[O-])c3)n2C)cc1

compound no. | 2 | 19 | 21
Yeast superoxide | 105 | 102 | 91
MCL1-BIM inh | 3 | 5 | 7
ZTA counter | 7 | 1 | 8
GLD-1 RNA inh | 4 | -5 | 11
Bcl-xL primary | -7 | 5 | 9
Efflux pump inh | 0.5 | 0.1 | 0.0
EBNA-1 inh | 6 | -8 | 0
Fam108B counter | -2 | 3 | 0
MEX-5 binding | nt | -1.5 | -0.7

Continued:
25. COc1cccc(/C=C2\SC(=O)N(CCC(=O)NNC(=O)c3ccccc3Cl)C2=O)c1
26. CCOC(=O)Cc1nnc(NC(=O)COc2ccc(C)cc2)s1
27. COc1ccccc1-c1nc2c(c(SCC(=O)N3CCCCC3)n1)Cc1c(CO)cnc(C)c1O2
28. C[C@@H](C(=O)Nc1ccc2ccccc2c1)[C@@H]1C[C@@]1(C)[C@@H](N)c1ccccc1
29. CCc1ccc(NC(=O)C(CC)Sc2nc3cc4c(cc3c(=O)n2Cc2ccco2)OCO4)cc1 (stereo not given)
30. CC(C)OC(=O)CC1C(=O)NCCN1C(=S)NC(=O)CCc1ccccc1 (stereo not given)
31. CC(=O)Nc1ccc(/C(C)=N/NC(=O)c2ccc(CN3CCOCC3)cc2)cc1
32. O=C(CSc1nc2ccccc2c(=O)[nH]1)Nc1ccc(N2CCOCC2)cc1

compound no. | 25 | 26 | 27 | 28 | 29 | 30 | 31 | 32
Yeast superoxide | 94 | 99 | 81 | 105 | 102 | 88 | 111 | 86
MCL1-BIM inh | 2 | -4 | 6 | 5 | 2 | 19 | 3 | 0
ZTA counter | -7 | 2 | 0 | 9 | 7 | -26 | -3 | 8
GLD-1 RNA inh | 1 | -9 | 2 | -3 | -2 | 0 | -8 | 4
Bcl-xL primary | 5 | 0 | 7 | 4 | 4 | 4 | 3 | 2
Efflux pump inh | -0.2 | 0.3 | -0.1 | -0.1 | 0.1 | -0.1 | 0.1 | -0.1
EBNA-1 inh | 5 | -13 | -2 | 5 | 27 | 6 | -18 | 3
Fam108B counter | -5 | 1 | 3 | -2 | -8 | -5 | 1 | -2
MEX-5 binding | -3.8 | -2.9 | -1.2 | -1.8 | 0.7 | 0.7 | -1.8 | -9.4

33. Cc1ccc(NC(=S)NCC2CCCO2)c(OC(F)F)c1 (stereo not given)
34. O=C(O)c1ccc(Nc2ncnc3c2cnn3Cc2ccccc2)cc1
35. Oc1cccc(C=NCc2ccccc2)c1O
36. CCC(=O)Nc1ccccc1Oc1ccccc1
37. Cc1oc2ccc(OCc3ccc(F)cc3)cc2c1C(=O)O
38. C[C@H](NC(N)=O)C(=O)N1CCN(S(=O)(=O)c2ccc3ccccc3c2)CC1
39. Cc1ccccc1NC(=O)CCN1CCN(Cc2ccccc2)CC1
40. O=C(COC(=O)c1cnccn1)NCCc1ccc(Cl)cc1Cl

compound no. | 33 | 34 | 35 | 36 | 37 | 38 | 39 | 40
Yeast superoxide | 100 | 98 | 90 | 109 | 93 | 94 | 92 | 108
MCL1-BIM inh | 7 | 7 | 64* | 10 | 2 | 0 | 5 | -10
ZTA counter | -1 | 1 | -24 | -2 | -10 | -6 | 4 | -11
GLD-1 RNA inh | -5 | -3 | 13 | -10 | 9 | 1 | -3 | 0
Bcl-xL primary | 2 | 6 | 30 | -2 | 6 | 0 | 8 | 5
Efflux pump inh | 0.0 | 0.0 | 0.0 | -0.1 | -0.1 | 0.0 | 0.0 | -0.1
EBNA-1 inh | -12 | -6 | 2 | -1 | -8 | 5 | -1 | -1
Fam108B counter | 0 | 3 | 17 | -2 | 1 | 0 | 3 | 6
MEX-5 binding | 0.2 | 0.7 | -0.2 | 0.0 | 0.1 | 1.0 | -1.9 | -0.9

41. c1ccc(CSc2ccc(-c3cccnc3)nn2)cc1
42. OCCC1CN(Cc2cc(F)ccc2-n2cccn2)CCN1C1CCCC1 (stereo not given)
43. O=C(Nc1ccc(Br)cc1)C1CC(O)CN1C(=O)Oc1ccccc1 (stereo not given)
44. CS(=O)(=O)CC(=O)Nc1ccc2nc3n(c(=O)c2c1)CCCCC3
45. CN=c1scc(C)n1/N=C/c1cc(Br)c(O)c(OC)c1
46. Cc1ccc(-c2csc(N3CCC(C(N)=O)CC3)n2)cc1
47. C=CCOCCN1C(=O)C2C(c3ccccc3)C=CC(c3ccccc3)C2C1=O (stereo not given)
48. COC(=O)/C=C1\S/C(=N\N=C\CC(=O)OC)NC1=O

compound no. | 41 | 42 | 43 | 44 | 45 | 46 | 47 | 48
Yeast superoxide | 98 | 97 | 98 | 94 | 94 | 104 | 103 | 109
MCL1-BIM inh | 1 | 5 | 0 | 8 | 7 | -2 | 6 | 10
ZTA counter | -1 | 6 | -10 | -5 | 8 | -12 | -7 | 2
GLD-1 RNA inh | 2 | 5 | 6 | 5 | 6 | -6 | 10 | 7
Bcl-xL primary | 6 | 3 | 6 | 3 | 7 | -4 | 8 | 11
Efflux pump inh | 0.1 | -0.1 | 0.0 | 0.1 | -0.1 | -0.2 | 0.1 | 0.0
EBNA-1 inh | -4 | 8 | 2 | -4 | 1 | nt | 0 | 0
Fam108B counter | -2 | -2 | 0 | 1 | 1 | nt | 4 | -2
MEX-5 binding | -8.9 | 2.8 | -0.3 | 0.3 | 1.6 | nt | 2.9 | -6.3

49. COc1ccc(CC(=O)Nc2ccc3nc(SC)sc3c2)cc1OC
50. CCOc1ccc(CNC(=O)Nc2ccccc2)cc1
51. c1ccc2cc(OCc3nc4ccccc4[nH]3)ccc2c1
52. COc1ccc(C)cc1NC(=O)C(OC(=O)C1CC1)c1ccccc1 (stereo not given)
53. COc1ccc([N+](=O)[O-])cc1NC(=O)C(C)N(C)Cc1cccc(OC)c1OC (stereo not given)
54. Cc1cccc(N(C)S(=O)(=O)c2c(C)noc2C)c1
55. Cc1ccc(-c2cc(C(=O)O)c3cc(Br)ccc3n2)o1

compound no. | 49 | 50 | 51 | 52 | 53 | 54 | 55
Yeast superoxide | 94 | 119 | 91 | 112 | 92 | 75 | 92
MCL1-BIM inh | -19 | 3 | -5 | -3 | 3 | -2 | 75*
ZTA counter | 8 | 3 | 12 | 3 | -22 | -1 | 16
GLD-1 RNA inh | 5 | -6 | 1 | -8 | 11 | -1 | 37*
Bcl-xL primary | -2 | 4 | 1 | -5 | -4 | 3 | 62*
Efflux pump inh | 0.0 | 0.0 | 0.3 | -0.1 | -0.1 | -0.1 | 0.2
EBNA-1 inh | 3 | -13 | 4 | -3 | 12 | -10 | 6
Fam108B counter | 7 | 1 | 1 | -10 | 7 | -4 | -5
MEX-5 binding | -0.1 | 0.8 | -2.3 | 1.2 | 0.5 | -0.7 | -20

Source: PubChem BioAssay (several laboratories)
